CD40 NFkB inh: CD40 pathway inhibition in BL2 cells; AID 1053188; BL2 NF-kB luciferase reporter, CD40L-induced, 4 h; inhibition, % at 10 µM; 83,000 tested, 0.94% active;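 active = mean inhibition of at least 50% with a set share of replicates also reaching that level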;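 note: 0% = neutral control wells and 100% = IKK inhibitor VII at 50 µM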
* marks the source's active call; other numbers are inactive results; & = joins results of further samples; [ ] = another dose, or the depositor's remark. Only part of the results is shown; the hit share may differ from the screen's.

SMILES | CD40 NFkB inh
CC(C)NC[C@H](O)COc1ccc(CC(N)=O)cc1 | 11.1
O=C(O)CCCC(=O)Nc1ccc(Cl)c(Cl)c1 | -2.4
C[C@@H]1CN([C@@H](C)CO)C(=O)c2cc(N(C)C)ccc2O[C@@H](C)CCCCO[C@@H]1CN(C)S(=O)(=O)c1cn(C)cn1 | -2.1[25 µM]
CN1CCN(c2ccc(-c3cccc(NC(=O)COc4ccc(Cl)cc4)c3)nn2)CC1 | -13.9
CCOC(=O)c1cc(-c2cccs2)nc2onc(C)c12 | -11.7
CN(CCC#N)C(=O)COC(=O)c1ccc(Cl)c(S(N)(=O)=O)c1 | 11.7
Cc1cc(C(=O)N2CCOCC2)c(C)o1 | 3.7
O=C(NCc1cccnc1)C1CCCN(S(=O)(=O)c2ccccc2)C1 (stereo unspecified) | 14.7
O=C(C1CCC1)N1CC(=O)N2[C@@H](CO)[C@@H](c3ccc(Br)cc3)[C@@H]2C1 | 8.2[25 µM]
Cc1ccc(C(=O)N2CCN(S(=O)(=O)N3CCCCC3)CC2)cc1 | 7.6
CCCNC(=O)N1CCC2(CC1)CN(Cc1cccc(OC)c1)[C@H](CO)c1[nH]c3cc(OC)ccc3c12 | 5.4[25 µM]
Cc1c(/C=N/NC(=O)c2cccnc2)cc(C#N)n1C | 3.4
O=C(O)C(Cc1ccccc1)NC(=O)C(c1ccccc1)c1ccccc1 (stereo unspecified) | 5.0
c1ccc2c(c1)ccc1nnc(-c3ccc4c(c3)OCO4)n12 | -14.9
COc1ccc(C(CNC(=O)CNC(=O)c2cccc(C)c2)N2CCOCC2)cc1 (stereo unspecified) | 14.7
O=C(c1ccco1)N1CCN(C(=O)c2cnn(-c3ccc(F)cc3)c2-n2cccc2)CC1 | -4.9
C[C@H](CO)N1C[C@H](C)[C@@H](CN(C)C(=O)Cc2ccccn2)Oc2ncc(-c3cccc(C(=O)N(C)C)c3)cc2C1=O | -0.1[25 µM]
O=C(N[C@@H]1C[C@H]2CC[C@@H]1C2)c1ccco1 | 12.2
CCOC(=O)c1c(NC(=O)CCC(=O)N(CC)CC)sc2c1CC(C)(C)OC2 | 7.6
O=C(NC1CC1)C1CCN(S(=O)(=O)c2cc([N+](=O)[O-])ccc2Cl)CC1 | 7.1
O=C(c1nc2ccccn2c1CNCCCn1nnc2ccccc21)N1CCOCC1 | -1.4
COc1ccc(C#Cc2ccc3c(c2)[C@H]2[C@H](CCN2Cc2nccs2)[C@@H](CO)N3)cc1 | -8.2[25 µM]
O=C(NNS(=O)(=O)c1ccccc1)c1sccc1-n1cccc1 | 1.7
O=C(C[C@H]1C[C@@H]2c3cc(NC(=O)C4CCOCC4)ccc3O[C@@H]2[C@@H](CO)O1)NCc1cc(F)ccc1F | -13.2[25 µM]
O=C(OCc1cc(=O)n2c(n1)sc1ccccc12)c1ccc(O)cc1 | -44.7

Overlap with the part before: five entries, then new ones.
SMILES | CD40 NFkB inh
O=C(c1nc2ccccn2c1CNCCCn1nnc2ccccc21)N1CCOCC1 | -1.4
COc1ccc(C#Cc2ccc3c(c2)[C@H]2[C@H](CCN2Cc2nccs2)[C@@H](CO)N3)cc1 | -8.2[25 µM]
O=C(NNS(=O)(=O)c1ccccc1)c1sccc1-n1cccc1 | 1.7
O=C(C[C@H]1C[C@@H]2c3cc(NC(=O)C4CCOCC4)ccc3O[C@@H]2[C@@H](CO)O1)NCc1cc(F)ccc1F | -13.2[25 µM]
O=C(OCc1cc(=O)n2c(n1)sc1ccccc12)c1ccc(O)cc1 | -44.7
C[C@H]1CCCCO[C@@H](CN(C)C(=O)Nc2ccc(C(F)(F)F)cc2)[C@@H](C)CN([C@@H](C)CO)C(=O)c2cc(NS(=O)(=O)c3cn(C)cn3)ccc2O1 | 37.7[25 µM]
O=C(Cn1nc(C(F)(F)F)cc1C1CC1)NCc1ccccc1F | 3.3
CC(OC(=O)c1cccc(-n2cnnn2)c1)C(=O)NC1(C#N)CCCCC1 (stereo unspecified) | 3.2
Cc1ccc(C(O)c2ncc(-c3cccc(F)c3)[nH]2)cc1 (stereo unspecified) | -45.3
O=C(Nc1ccccc1F)N1CCCCN2[C@H](CO)[C@H](c3ccc(/C=C/c4ccccc4)cc3)[C@H]2C1 | 88.5*[25 µM]
COc1cccc(NC(=O)CN(C)C(=O)c2cccc(S(=O)(=O)N3c4ccccc4CC3C)c2)c1 (stereo unspecified) | 7.6
CCOC(=O)c1cc(CC)sc1NC(=O)CCC(=O)O | -2.1
O=C(Nc1cccc(Cl)c1)N1C[C@@H]2[C@H](c3ccccc31)[C@H](CO)N2C(=O)C1CC1 | -6.3
N#C[C@H]1[C@@H](c2ccc(-c3cccc(F)c3)cc2)[C@H](CO)N1C(=O)NC1CCCCC1 | -9.0
COc1ccc(Cc2nc(-c3ccccn3)no2)cc1 | -77.0
N#C[C@@H]1[C@@H](c2ccc(C#Cc3cccnc3)cc2)[C@@H](CO)N1C(=O)C1CCCCC1 | -4.8
O=C(c1ccco1)N1CCN(C(=O)C2CCCc3c2[nH]c2ccc(Cl)cc32)CC1 (stereo unspecified) | 10.8
CC#CCCCC(=O)Nc1cccc(C(=O)O)c1 | -39.6
O=C(COC(=O)c1ccccc1O)NC(c1ccccc1)c1ccccc1 | 13.6
c1ccc2c(c1)oc1c(Nc3ccc4c(c3)OCCO4)ncnc12 | -70.0
Cc1noc(C)c1NC(=O)N1C[C@H](O)COC[C@@H]2O[C@@H](CC(=O)N[C@H]3CCN(Cc4ccccc4)C3)CC[C@H]21 | -6.3[25 µM]
COc1cccc(-n2c(SCC(=O)NC3CCS(=O)(=O)C3)nc3ccccc3c2=O)c1 (stereo unspecified) | -1.9
Nc1c(C(=O)c2ccc(F)cc2)oc2ccccc12 | -36.4
CCCNC(=O)N1[C@@H]2CNC[C@H]1C2c1ccc(-c2ccc(C#N)cc2)cc1 (stereo partly specified) | -6.7
CCCc1nc(N)sc1C(=O)OCC | 8.2
Cc1noc(C)c1NC(=O)N1C[C@@H](O)COC[C@H]2O[C@@H](CC(=O)NCC3CC3)CC[C@@H]21 | -5.5[25 µM]
COc1ccc(S(=O)(=O)N(C)CC(=O)Nc2ccc3c(c2)OCCO3)cc1 | 22.4
CC1C=NC(S(=O)(=O)N2CC[C@H]3[C@@H](CO)N(C)c4ccc(-c5ccccc5F)cc4[C@H]32)=N1 (stereo partly specified) | -19.4[25 µM]
COC(=O)c1c(NC(=O)CCCC(=O)O)sc2c1CCC2 | 5.3
Cc1cc(=O)oc2cc(OC(=O)C3CCN(C(=O)c4ccc(F)cc4)CC3)ccc12 | 34.1
Additional records:
SMILES | CD40 NFkB inh
CC1(C(=O)NCC2CCCO2)Oc2cccnc2NC1=O (stereo unspecified) | 11.8
O=C(NCCC1=CCCCC1)Nc1ccc2nsnc2c1 | -30.7
O=C(Cn1nnc(-c2ccc(F)cc2)n1)NC(=O)NC1CCCCC1 | 3.1
COc1ccc2nc(Nc3nc(CSc4ccc(C)cc4)cc(=O)[nH]3)nc(C)c2c1 | -0.8
Cc1ccc(NC(=O)CSc2nc(C)c(Cc3ccccc3)c(=O)[nH]2)cc1C | -1.2
C[C@H](CO)N1C[C@H](C)[C@@H](CN(C)C(=O)c2ccccc2)OCc2ccccc2-c2c(n(C)c3ccccc23)C1=O | 0.8
COC(=O)C12OCC34C(CC5C(C)=C(O)C(=O)CC5(C)C3C(O)C1O)OC(=O)C(OC(=O)C=C(C)C)C24 (stereo unspecified) | 103.1*
Cc1cccc(NS(=O)(=O)c2ccc(C)c(C(=O)NCC(c3cccs3)N(C)C)c2)c1 (stereo unspecified) | 10.9
O=C(CCN1CCCCC1)NCC[C@H]1CC[C@@H](NS(=O)(=O)c2cccc(Cl)c2)[C@H](CO)O1 | -0.3[25 µM]
CN(C)CC(=O)N1[C@@H](C#N)[C@@H](c2ccccc2-c2ccc(C(=O)N(C)C)cc2)[C@@H]1CO | -12.3[25 µM]
CCCS(=O)(=O)N1CCCC(C(=O)NCCN2CCOCC2)C1 (stereo unspecified) | -28.2
COC(=O)C1Cc2c([nH]c3ccccc23)CN1C(C)=O (stereo unspecified) | 3.8
C[C@H]1CN([C@@H](C)CO)C(=O)c2cc(NC(=O)NC3CCCCC3)ccc2O[C@@H]1CN(C)S(C)(=O)=O | -7.0[25 µM]
O=c1c2cc(Cl)cc(Cl)c2nc2n1CCC2 | 3.3
CCCCNC(=O)COC(=O)c1ccc(Cl)c(S(N)(=O)=O)c1 | 3.9
C/C=C/c1ccc([C@H]2[C@H](CO)N(C(C)=O)[C@H]2CN(C)C(=O)CN(C)C)cc1 | 3.7
Nc1nn(-c2cccc(F)n2)cc1-c1ccccc1 | -54.7
CO[C@H]1CN(C)C(=O)c2cc(NC(=O)c3ccc4c(c3)OCO4)ccc2OC[C@@H](C)N(CCC(F)(F)F)C[C@H]1C | 2.5[25 µM]
Cc1cccc(NC(=O)CCCn2cc([N+](=O)[O-])cn2)n1 | 2.1
O=C(NCCc1ccccc1)[C@H]1[C@H](CO)[C@H]2Cn3c(ccc(-c4cccc(F)c4)c3=O)[C@@H]1N2 | -2.8[25 µM]
CN1C(=O)c2cc(NC(=O)c3ccc4c(c3)OCO4)ccc2OC[C@@H]2O[C@H](CC(=O)O)CC[C@H]21 | -3.0[25 µM]
COCCNC(=O)[C@H]1[C@H](CO)[C@H]2Cn3c(ccc(-c4ccc(F)cc4)c3=O)[C@@H]1N2C(=O)NC(C)C | 5.4[25 µM]
C[C@H](CO)N1C[C@H](C)[C@@H](CN(C)Cc2cccnc2)OCc2cnnn2CCCC1=O | -4.4[25 µM]
C[C@H]1CN([C@@H](C)CO)C(=O)CCCn2nncc2CO[C@H]1CN(C)C(=O)Nc1ccc(C(C)(C)C)cc1 | 5.9
CSCCC(NC(=O)c1ccccc1)C(=O)NCC(C)(C)N1CCOCC1 (stereo unspecified) | -3.7
New compounds follow.
SMILES | CD40 NFkB inh
COC(=O)c1ccc(CSc2nc(-c3ccco3)cc(C(F)(F)F)n2)o1 | -3.8
CCN(CC(=O)Nc1ccc(NC(C)=O)cc1)C(=O)CCN1C(=O)C2CC=CCC2C1=O (stereo unspecified) | 2.2
CCC(=O)NNc1nc2c(C)cc(C)cc2s1 | 2.5
Cc1ncc(CO)c(/C=N/NC(=O)c2cccc(S(=O)(=O)N3CCCC3)c2)c1O | 0.1
O=C(C1CCC1)N1C[C@@H]2N[C@H](C1)C2c1ccc(-c2ccccc2F)cc1 (stereo partly specified) | 22.1&0.9
COc1cc(C(F)(F)F)nc2ccc(C#CCOC(=O)Nc3ccccc3)cc12 | 0.1
COc1ccc(C(=O)N2CCCC(c3nc(-c4cc(OC)c(OC)c(OC)c4)no3)C2)cc1 (stereo unspecified) | 4.8
COc1ccc(CN2CC(C(=O)N3CC(C)CC(C)C3)CC2=O)cc1 (stereo unspecified) | -3.3
CO[C@@H]1CN(C)C(=O)c2cc(NC(=O)C3CC3)ccc2OC[C@@H](C)N(Cc2cc(F)ccc2F)C[C@@H]1C | 0.6[25 µM]
COc1ccc2[nH]c(C)c(C(=O)CN(C)C)c2c1 | 1.6
CCC(=O)N1CC2(CN(Cc3ccc(F)cc3)C2)c2c(n(C)c3cc(OC)ccc23)[C@@H]1CO | 3.0[25 µM]
CCOC(=O)c1ccc2c(c1)nc(C)n2CC | -70.6
C[C@@H]1CCCCO[C@@H](CN(C)C(=O)Nc2ccc3c(c2)OCO3)[C@H](C)CN([C@@H](C)CO)C(=O)c2cc(NS(=O)(=O)c3cccs3)ccc2O1 | -5.4
CC(=O)N1[C@H](CN(C)S(=O)(=O)c2ccccc2)[C@H](c2ccccc2)[C@@H]1CO | 5.8[25 µM]
CCOC(=O)c1cc[nH]c1C | 18.4
COCCNC(=O)C1(C)CCCN(C(=O)c2ccc3c(c2)CCO3)C1 (stereo unspecified) | 3.4
COC(=O)N(C)C[C@H]1OCc2ccccc2-c2ccccc2C(=O)N([C@@H](C)CO)C[C@H]1C | -5.4
CCOc1ccc(NS(=O)(=O)c2ccc(C(=O)NCC(c3ccc(OC)cc3)N3CCCC3)cc2)cc1 (stereo unspecified) | 2.4
Nc1ccc(C(=O)N2CCN(S(=O)(=O)/C=C/c3ccccc3)CC2)cc1[N+](=O)[O-] | 3.5
Nc1ccn(C2OC(CCl)C(O)C2O)c(=O)n1 (stereo unspecified) | 3.5
COc1ccc(NC(=O)N2C[C@@H](O)COC[C@H]3O[C@H](CC(=O)NCc4ccncn4)CC[C@@H]32)cc1 | 4.4[25 µM]
COc1cccc(C(=O)c2ccccc2C(=O)O)c1 | -1.6
O=[N+]([O-])c1ccc(-c2ccc(S(=O)(=O)NCCN3CCCC3)cc2)cc1 | 7.9
CO[C@H]1CN(C)C(=O)c2cc(NC(=O)c3cc(C)on3)ccc2OC[C@H](C)N(C(=O)C2CC2)C[C@H]1C | -1.6
CCOC(=O)N(C)C[C@H]1OCc2cn(nn2)CCCC(=O)N([C@@H](C)CO)C[C@@H]1C | -4.1

Arranged by heavy-atom count (rising): some entries from above.
SMILES | CD40 NFkB inh
CCOC(=O)c1cc[nH]c1C | 18.4
COc1ccc(CN2CC(C(=O)N3CC(C)CC(C)C3)CC2=O)cc1 (stereo unspecified) | -3.3
COc1ccc(C(=O)N2CCCC(c3nc(-c4cc(OC)c(OC)c(OC)c4)no3)C2)cc1 (stereo unspecified) | 4.8
COc1ccc(NC(=O)N2C[C@@H](O)COC[C@H]3O[C@H](CC(=O)NCc4ccncn4)CC[C@@H]32)cc1 | 4.4[25 µM]

Later entries:
SMILES | CD40 NFkB inh
O=C(NCc1cccs1)c1cc2c(s1)CCCC2 | -96.4
CCC(=O)N1[C@@H]2Cn3c(ccc(-c4ccccc4)c3=O)[C@H]1[C@@H](C(=O)N1CCc3ccccc3C1)[C@@H]2CO | 7.1[25 µM]
CN1CCN(S(=O)(=O)c2ccc(Nc3ccc(F)cc3)c([N+](=O)[O-])c2)CC1 | 9.3
CS(=O)(=O)N(CCc1ccccc1)CC(=O)N1CCCCCC1 | 7.6
O=C1CSC(c2ccc3c(c2)OCO3)N1c1ccc(Oc2ccccc2)cc1 (stereo unspecified) | 9.9
O=C(Cn1nc(C(F)(F)F)cc1C1CC1)Nc1ccccc1F | 11.2
Cn1cc(CN2CCc3ccccc3C2)c2ccccc21 | -2.1
COc1cccc(NC(=O)CN(C)C(=O)CSc2nc3ccccc3s2)c1 | -2.2
CCOC(=O)N/N=C/c1ccc(F)cc1 | -22.6

Bioassay records as filed in PubChem.
